Screening results deposited in PubChem BioAssay by National Center for Advancing Translational Sciences (NCATS).
Pol kappa inh: inhibitors of human DNA polymerase kappa | Potency, µM (titrated, usually from 107 µM), inactives show at the top dose activity, negative = inhibition, hits mostly inhibitors | Q9UBT6 | purified Pol kappa, fluorescent DNA synthesis assay, 10 min | AID 588579 | 0.53% of 400,000 active; note: % is set by controls: 0 for no effect and ±100 for the full control effect
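10 nM Pol kappa was preincubated with compounds for 15 min at room temperature. Reaction started with 50 nM (final) substrate. Fluorescence read kinetically at 0 and 10 min.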
Pol eta inh: blocks human DNA polymerase eta activity. 1.2% of 390,000 active. Q9Y253. recombinant Pol eta, fluorescent DNA replication assay. AID 588591. Potency, µM (doses to about 114 µM), without a hit: at the top dose activity change, negative = inhibition, hits mostly inhibitors; note: % is set by controls: 0 for no effect and ±100 for the full control effect
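Fluorescent replication assay: 50 nM final substrate added after a 15 min room-temperature compound preincubation with 10 nM enzyme. Signal taken at 0 min and again at 10 min.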
G9a inh: G9a (human) methyltransferase inhibition; Potency, µM (series often up to 102 µM), inactives show at the top dose activity, negative = inhibition, actives largely listed as inhibitors; Q96KQ7; 8.8% of 350,000 active; G9a H3K9 monomethylation, AlphaScreen, 2 h; AID 504332; note: % is set by controls: 0 for no effect and ±100 for the full control effect; nearly all actives have a fitted effect of over 75% in size
Target sequence (Q96KQ7 913-1193 limits assumed): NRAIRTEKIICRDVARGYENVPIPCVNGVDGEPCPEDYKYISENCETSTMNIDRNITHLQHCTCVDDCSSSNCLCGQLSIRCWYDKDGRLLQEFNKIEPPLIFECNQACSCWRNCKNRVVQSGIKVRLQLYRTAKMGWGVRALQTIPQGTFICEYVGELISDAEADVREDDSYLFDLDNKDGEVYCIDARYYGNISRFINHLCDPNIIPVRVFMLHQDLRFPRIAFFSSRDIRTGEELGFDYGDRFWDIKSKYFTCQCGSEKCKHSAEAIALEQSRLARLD
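Methyltransferase reactions run at room temperature for 2 h (20 nM enzyme, 500 nM biotin-H3K9 peptide, 20 uM SAM) after a 15 min compound preincubation; product detected by AlphaScreen beads and anti-H3K9me1 antibody.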
Pol iota inh: blocks human DNA polymerase iota activity; 1% of 390,000 active; AID 588590; Potency, µM (titrated, usually from 115 µM), inactives show at the highest dose activity, negative = inhibition, actives largely listed as inhibitors; Pol iota fluorescent replication assay, 10 min
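Fluorescent replication assay read twice, at 0 min and 10 min after adding 50 nM (final) substrate. Enzyme (10 nM) and compounds were first incubated 15 min at room temperature; enzyme-free buffer wells were negative controls.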
APEX1 inh: inhibitors of human APE1 endonuclease | P27695 | recombinant APE1, TAMRA/BHQ-2 abasic DNA cleavage fluorescence | Potency, µM (titrated, usually from 65.8 µM), for the others: at the top dose activity change, negative = inhibition, hits mostly inhibitors | 0.35% of 350,000 active | AID 2517;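 note: plate controls were vehicle for no effect and reference inhibitor for full effect; nearly all actives have a fitted effect of over 55% in size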
Target sequence (P27695 whole entry, looked up): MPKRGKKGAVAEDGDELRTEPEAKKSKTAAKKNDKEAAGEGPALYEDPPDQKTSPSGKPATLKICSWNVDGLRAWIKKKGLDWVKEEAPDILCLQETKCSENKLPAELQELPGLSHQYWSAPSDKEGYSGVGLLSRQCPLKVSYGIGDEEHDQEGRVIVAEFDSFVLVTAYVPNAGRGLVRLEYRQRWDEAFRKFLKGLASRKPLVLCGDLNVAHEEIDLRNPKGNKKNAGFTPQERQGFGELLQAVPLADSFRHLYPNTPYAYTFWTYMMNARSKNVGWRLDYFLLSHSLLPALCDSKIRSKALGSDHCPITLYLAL
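0.75 nM APE1 + cpd, 15 min RT; start w/ 50 nM TAMRA/BHQ-2 THF-abasic dsDNA; kinetic fluor 525/598 nm ×3 reads @60 s; Δ(read3−read1); normalized to DMSO and NSC13755 control wells.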
BAZ2B block: BAZ2B (human) inhibition; AlphaScreen BAZ2B-H3K14Ac peptide displacement; Q9UIF8; AID 504333; Potency, µM (highest dose often 114 µM), for the others: top-dose activity change, negative = inhibition, actives largely listed as inhibitors; 4.4% of 360,000 active; note: % is set by controls: 0 for no effect and ±100 for the full control effect; nearly all actives have a fitted effect of over 60% in size
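Compounds, titrated to a top concentration of 110 uM, were incubated 30 min at room temperature with preformed BAZ2B/acetyl-K14 H3 peptide complex (50 nM each). Proximity signal was measured by AlphaScreen after 20 min with beads.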
Pol beta inh: DNA polymerase beta (human) inhibition | P06746 | Pol beta primer extension/strand displacement, fluorescence kinetic | Potency, µM (top dose mostly 114 µM), inactives show at the highest dose activity change, negative = inhibition, actives largely listed as inhibitors | 1.3% of 340,000 active | AID 485314; note: % is set by controls: 0 for no effect and ±100 for the full control effect
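Reaction started by 50 nM substrate onto compound-treated Pol beta (10 nM, 15 min preincubation, room temperature); plates read at 0 min and 10 min. Normalized concentration-effect data fitted by four-parameter Hill equation.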
Anesthetic bind: candidate novel general anesthetic via apoferritin binding | P02791 | apoferritin/1-aminoanthracene competitive binding, fluorescence | Potency, µM (titrated, usually from 77.5 µM), inactives show at the highest dose activity change, negative = displacement, usual class: inhibitors | 0.074% of 350,000 active; note: % is set by controls: 0 for no effect and ±100 for the full control effect; nearly all actives have a fitted effect of over 20% in size
Target sequence (P02791 2-175 limits assumed): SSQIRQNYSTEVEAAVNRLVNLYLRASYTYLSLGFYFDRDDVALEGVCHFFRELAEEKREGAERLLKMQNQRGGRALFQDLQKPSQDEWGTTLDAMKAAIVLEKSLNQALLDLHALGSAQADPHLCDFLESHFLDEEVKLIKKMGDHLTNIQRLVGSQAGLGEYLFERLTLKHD
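Steps: apoferritin (10 uM) was premixed with half-saturated 1-AMA in PBS, compounds were pin-transferred, plates stood 10 min at room temperature, fluorescence was read at 380/535 nm, and curves were fitted with a Hill equation.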
BLM inh: inhibitors of human Bloom syndrome helicase BLM | 0.2% of 350,000 active | Potency, µM (series often up to 56.1 µM), for the others: at the top dose activity change, negative = inhibition, hits mostly inhibitors | P54132 | recombinant BLM DNA unwinding, fluorescence dequenching;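 note: plate controls were vehicle for no effect and no enzyme for full effect; nearly all actives have a fitted effect of over 35% in size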
Starred values were filed as active, the others as inactive; ? = inconclusive; . = not tested or not shown; & = joins results of further samples; [ ] = dose if it differs, or a comment. Calls come from the whole dose curve; as a rule, active = well fitted curve in the direction sought with a large enough effect; inconclusive = small, poorly fitted or top-dose-only effect, or another doubt; inactive = no such curve, though single readings can be large; an effect the other way counts as inactive or inconclusive. Potency is the fitted concentration of half-maximal effect. A portion of the library, so the mix of outcomes need not match the whole.

SMILES	Pol kappa inh	Pol eta inh	G9a inh	Pol iota inh	APEX1 inh	BAZ2B block	Pol beta inh	Anesthetic bind	BLM inh
O=C(Nc1nc(-c2ccccn2)cs1)c1ccc2c(c1)OCCO2	7%	-17%	-26%	8%	-2%	22µM*	24%	-10%	-7%
COCCN1C(=NCCCOC(C)C)N[C@@H](c2ccccc2)C(C(=O)OC)=C1C	-19%	-5%	.	10%	5%&-5%	7%&-6%	20%&31%	-2%&-2%	-5%&-4%
O=C(CCNC(=O)Cn1cnc2ccccc2c1=O)NCC1CCCO1 (configuration not stated)	5%	-3%	7%	105%[activator]	-5%	4%	40%[activator]	-3%	-1%
Cc1ccccc1N/C(=C(/C(Cl)=C(Cl)Cl)[N+](=O)[O-])n1nnc2ccccc21	-14%	1%	10µM*	?	4%	50µM*	0%	-23%	-3%
COc1c(Cl)cc(C(=O)Nc2cc(-c3nc4ccccc4[nH]3)ccc2C)cc1Cl	1%	-17%	4%[59 µM]	-3%	.	-16%	-25%	-12%	-8%
O=C(COC(=O)CNC(=O)c1ccc([N+](=O)[O-])o1)Nc1ncc(C(F)(F)F)cc1Cl	-17%	-12%	3%[12.7 µM]	8%	-14%	-7%	.	.	.
COc1cccc2c(SCC(=O)N/N=C/c3ccccc3)cc(C)nc12	-4%	?	-16%	-3%	-3%	2%	-18%[57.1 µM]	-19%	-2%
Cc1cc(C)cc(NS(=O)(=O)c2ccc3c(c2)c(=O)n(C)c(=O)n3C)c1	-6%	0%	?	5%	-3%	-26%	-11%	?	-3%
Cn1c(=O)[nH]c(=O)c2c1[nH]c(=S)n2CCCc1ccccc1	-12%	?	.	-28%	8%	25µM*	43%	-8%	-2%
CCc1c(C)nc(Nc2nc(C)c3cc(OC)ccc3n2)[nH]c1=O	-3%	1%	-31%	17%	-11%	-27%	30%	-13%	4%
COc1cccc(NC(=O)CN(C)S(=O)(=O)c2cccs2)c1	-22%	-12%	-8%[59 µM]	7%	.	0%	-24%	-5%	-4%
Cc1ccc(S(=O)(=O)c2nnn3c2nc(NCc2cccs2)c2sccc23)cc1	-7%	6%	-4%[59 µM]	-19%	.	?	3%	-6%	9%
CC(=O)N[C@@H](Cc1c[nH]c2ccccc12)C(=O)OCc1ccc(C#N)cc1	3%	-17%	11%	39%[activator]	57%[activator]	-19%	8%	-1%	-1%
CNC(=O)CN1C(=O)CSc2ncccc21	0%	-10%	-14%	17%	-3%	22%	81%	0%	1%
CCC(=O)N1CCN(c2ccccc2NC(=O)c2cccs2)CC1	-6%	-10%	.	28%	5%	-3%	42%	-6%	1%
CCCc1[nH]nc2c1C(c1ccc(OC(=O)N3CCOCC3)c(OC)c1)C(C#N)=C(N)O2 (configuration not stated)	-6%	-17%	?	60%[activator]	-1%	4%	5%	-7%	-4%
CNC(=S)Nc1ccc(C23CC4CC(CC(C4)C2)C3)cc1	-13%	-15%	-29%	22%	3%	?	-1%[57.1 µM]	-8%	-8%
Cc1ccc(-c2nn(-c3ccc(F)cc3)cc2C(=O)N(C)CC(=O)Nc2ccc(N3CCOCC3)cc2)cc1	0%	-11%	40µM*	34%[activator]	-9%	-5%	.	.	.
COc1ccc(/C=C2\SC(=O)N(CCC(=O)N3CCCCC3CCO)C2=O)cc1 (configuration not stated)	8%	-13%	21%	16%	39%	-13%	14%	-8%	-2%
COC(CSc1nc(N)c2c3c(sc2n1)CN(C)CC3)OC	-3%	-17%	41%[0.501 µM]	-21%	-3%	-10%	-1%	-4%	-7%
CCN1CCN(c2nc(-c3cccs3)nc3ccccc23)CC1	-2%	-18%	?	18%	5%	-34%	?	3%	78%[activator]
CCn1c(SCc2nc3ccccc3nc2C)nnc1-c1cccs1	4%	-9%	7%[59 µM]	12%	-3%	-5%	1%	-19%	1%
CSc1nc(Cl)c(Cc2ccc(OC(C)C)cc2)c(N2CCOCC2)n1	0%	-7%	.	-2%	0%	11%	-18%	50%[activator]	-5%
Cc1ccccc1OCCNc1cc(N2CCNCC2)ccc1[N+](=O)[O-]	.	.	32µM*	.	-3%	?	?	-15%	-8%

3 compounds picked at random from the list so far:
SMILES	Pol kappa inh	Pol eta inh	G9a inh	Pol iota inh	APEX1 inh	BAZ2B block	Pol beta inh	Anesthetic bind	BLM inh
Cc1ccccc1OCCNc1cc(N2CCNCC2)ccc1[N+](=O)[O-]	.	.	32µM*	.	-3%	?	?	-15%	-8%
CCn1c(SCc2nc3ccccc3nc2C)nnc1-c1cccs1	4%	-9%	7%[59 µM]	12%	-3%	-5%	1%	-19%	1%
CC(=O)N[C@@H](Cc1c[nH]c2ccccc12)C(=O)OCc1ccc(C#N)cc1	3%	-17%	11%	39%[activator]	57%[activator]	-19%	8%	-1%	-1%

Carrying on:
SMILES	Pol kappa inh	Pol eta inh	G9a inh	Pol iota inh	APEX1 inh	BAZ2B block	Pol beta inh	Anesthetic bind	BLM inh
O=C(NCCCN1CCC(Cc2ccccc2)CC1)C1CC(=O)N(C2CCCC2)C1 (configuration not stated)	-10%	-13%	3%[59 µM]	-10%	-4%	11%	4%	0%	1%
O=C(Nc1ccc(Cl)cc1)c1ccc2c(c1)OCO2	-3%	-5%	-30%[12.7 µM]	22%	21%	1%	5%	-4%	-5%
CCOC(=O)C1(CCc2ccccc2)CCN(Cc2cc(OC)c(OC)cc2OC)CC1	-2%	-1%	?	0%	12%	?	14%	-18%	3%
CCc1cc2c3c(c1)C(C)CC(C)(C)N3C(=O)C2=O (configuration not stated)	1%	-18%	?	22%	-2%	?	-17%	-17%	-7%
COc1cccc(CNC(=O)CCC2CCCN(C(=O)C3=CC(=O)CC(C)(C)O3)C2)c1 (configuration not stated)	-11%	14%	3%	22%	1%	-13%	-10%	-8%	-6%
CC(C)CN(CC(C)C)CC(O)COc1ccccc1Br (configuration not stated)	-7%	-13%	9%[59 µM]	-3%	-7%	22%	-12%	3%	-10%
Cc1ccc(OCC(=O)NC(=S)Nc2ccc(Br)c(C)n2)cc1	-6%	5%	-8%[59 µM]	-6%	-3%	7%	23%	-6%	-3%
CC1(C(=O)N2CCN(c3ccc([N+](=O)[O-])cc3)CC2)CC1(Cl)Cl (configuration not stated)	1%	-12%	?	4%	16%	-33%	27%	?	-1%
O=C(CSc1nnc(CN2CCCC2)n1-c1ccc(F)cc1)c1ccc2c(c1)OCO2	-1%	2%	?	10%	-5%	-3%	.	.	.
CCc1ccccc1NC(=O)C1(S(=O)(=O)c2ccc(Cl)cc2)CC1	-12%	-19%	2%[59 µM]	17%	.	34%	2%	-7%	-2%
CCOCCCNC(=O)c1c(NC(=O)c2cc(=O)c3cc(C)c(C)cc3o2)sc2c1CCC2	12%	-20%	6%[59 µM]	30%[activator]	.	25%	12%	-1%	1%
Cc1ccc2c(CN3CCCCC3C)cc(=O)oc2c1C (configuration not stated)	-3%	-6%	4%	-11%	-2%	11%	-6%	-7%	-6%
COc1ccc(Nc2ncnc3sc4c(c23)CCCC4)cc1	-5%[60.1 µM]	-15%	-7%[59 µM]	-18%	.	-12%	2%	-15%	-3%
Cc1ccc(NC(=O)c2oc3ccc(S(=O)(=O)N4CCCCCC4)cc3c2C)cc1Cl	2%[60.1 µM]	-12%	0%[59 µM]	15%	.	2%	-20%	-5%	1%
Cn1c(C2=C(O)CN(Cc3ccccc3)C2=N)nc2ccccc21	-1%	29%	10%	3%	5%	-1%	-11%	7%	1%
O=C(NCC(=O)N(c1cccnc1)C(C(=O)NC1CCCC1)c1ccccc1F)c1ccco1 (configuration not stated)	-7%	-12%	-2%	24%	52%[activator]	-14%	?	9%	-3%
Cc1ccc2onc(CNC(=O)N3CCN(c4cccc(C(F)(F)F)c4)CC3)c2c1	-14%	-10%	-1%[59 µM]	-4%	.	-18%	0%	-11%	-3%
N#Cc1cc2c(=O)n3ccccc3nc2n(CCCN2CCOCC2)c1=O	-1%	-4%	1%	-6%	1%	0%	-26%	516%[activator]	-12%
O=S(=O)(c1ccc(Cl)c(NC(=S)Nc2ccccc2N2CCOCC2)c1)N1CCOCC1	-23%	-14%	-23%	138%[activator]	-12%	-5%	0%	-15%	2%
CSc1ncccc1C(=O)Nc1ncc(C)s1	0%	-12%	26%	?	-4%	0%	70%	3%	-1%
O=C(N/N=C/c1cccc(O)c1)c1ccc(COc2ccc3c(c2)CCC3)o1	-7%	-14%	6%	-13%	-1%	-35%	6%	?	-10%

Four of these compounds, reformatted:
> N#Cc1cc2c(=O)n3ccccc3nc2n(CCCN2CCOCC2)c1=O
- Pol kappa inh = -1%
- Pol eta inh = -4%
- G9a inh = 1%
- Pol iota inh = -6%
- APEX1 inh = 1%
- BAZ2B block = 0%
- Pol beta inh = -26%
- Anesthetic bind = 516%[activator]
- BLM inh = -12%

> O=S(=O)(c1ccc(Cl)c(NC(=S)Nc2ccccc2N2CCOCC2)c1)N1CCOCC1
- Pol kappa inh = -23%
- Pol eta inh = -14%
- G9a inh = -23%
- Pol iota inh = 138%[activator]
- APEX1 inh = -12%
- BAZ2B block = -5%
- Pol beta inh = 0%
- Anesthetic bind = -15%
- BLM inh = 2%

> Cc1ccc2onc(CNC(=O)N3CCN(c4cccc(C(F)(F)F)c4)CC3)c2c1
- Pol kappa inh = -14%
- Pol eta inh = -10%
- G9a inh = -1%[59 µM]
- Pol iota inh = -4%
- APEX1 inh = .
- BAZ2B block = -18%
- Pol beta inh = 0%
- Anesthetic bind = -11%
- BLM inh = -3%

> CSc1ncccc1C(=O)Nc1ncc(C)s1
- Pol kappa inh = 0%
- Pol eta inh = -12%
- G9a inh = 26%
- Pol iota inh = ?
- APEX1 inh = -4%
- BAZ2B block = 0%
- Pol beta inh = 70%
- Anesthetic bind = 3%
- BLM inh = -1%
